# Compound activity: PubChem, National Center for Advancing Translational Sciences (NCATS)
# CBFb-RUNX1 inh: inhibitors of human CBF-beta and RUNX1 interaction; Q01196+Q13951; AID 1477; 230,000 tested, under 10 active; Potency, µM (titrated, usually from 59.8 µM), without a hit: top-dose activity, negative = inhibition, actives largely listed as inhibitors; AlphaScreen CBFb-His/RUNX1-biotin binding, biochemical; further: % of control where 0% means no effect
# Target sequence (Q01196 whole entry, looked up): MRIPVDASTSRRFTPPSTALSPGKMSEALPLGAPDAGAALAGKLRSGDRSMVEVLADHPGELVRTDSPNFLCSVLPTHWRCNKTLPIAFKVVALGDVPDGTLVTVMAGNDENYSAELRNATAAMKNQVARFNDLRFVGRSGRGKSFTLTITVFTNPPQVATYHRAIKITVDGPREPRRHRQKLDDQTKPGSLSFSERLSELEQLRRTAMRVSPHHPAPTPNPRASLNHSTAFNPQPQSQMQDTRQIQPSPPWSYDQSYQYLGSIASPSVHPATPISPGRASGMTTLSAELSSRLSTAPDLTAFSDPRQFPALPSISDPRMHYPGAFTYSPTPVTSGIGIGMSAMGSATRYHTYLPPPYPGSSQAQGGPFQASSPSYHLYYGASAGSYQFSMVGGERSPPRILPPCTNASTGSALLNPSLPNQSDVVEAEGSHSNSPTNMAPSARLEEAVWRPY
# Target sequence (Q13951 whole entry, looked up): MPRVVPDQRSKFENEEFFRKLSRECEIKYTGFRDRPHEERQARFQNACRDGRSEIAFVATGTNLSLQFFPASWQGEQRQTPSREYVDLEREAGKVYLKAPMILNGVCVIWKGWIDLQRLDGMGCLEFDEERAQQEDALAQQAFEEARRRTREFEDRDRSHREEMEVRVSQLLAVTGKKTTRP
#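 AlphaScreen proximity signal reports loss of binding between His-tagged CBF-beta and biotin-labelled RUNX1, each at 30 nM. Proteins are pre-associated for 20 minutes, compounds added for 15 minutes, then beads for 90 minutes, all at ambient temperature.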
# HTT cytoprotect: cytoprotection in Huntington HTT-Q103 PC12 cell model. AID 1471. PC12 HTT-Q103 induced, cytoprotection, ATP luminescence, 40 h. Potency, µM (titrated, usually from 56.4 µM), inactives show cytoprotection (ATP increase), hits mostly activators. hit rate 0.14% among 230,000;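 further: potency means the concentration at half of the fitted maximal effect; % of control where 0% means no effect; nearly all actives have a fitted effect of over 45% in size; toxic huntingtin expression switched on by the ecdysone agonist tebufenozide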
#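 Compounds were screened for protection of PC12 cells against cell death after tebufenozide induction (100 nM final) of mutant Huntingtin exon 1 (Q103) fused to GFP.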
# Luc counter: blocks Kinase-Glo luciferase, a counter-screen artifact; Q27757; Kinase-Glo luciferase, ATP luminescence, 8 min; Potency, µM (top dose mostly 38.3 µM), for inactives: top-dose activity change, negative = inhibition, actives largely listed as inhibitors; hit rate 0.28% among 200,000; AID 1379; further: potency means the concentration at half of the fitted maximal effect; on the % scale 0 is the no-effect control and ±100 the full control effect; nearly all actives have a fitted effect of over 60% in size
#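 Luminescence was the read-out, taken after 8-minute incubation at ambient temperature. Luciferase turned over luciferin with 10 uM ATP in imidazole pH 7.2 buffer containing KCl, MgCl2, Tween 20 and BSA.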
# SMN2 splice up: SMN2 splice variant enhancement. HEK293 SMN2-luciferase splicing reporter, luminescence, 30-36 h. Potency, µM (highest dose often 46.1 µM), for inactives: top-dose activity change, positive = activation, hits mostly activators. hit rate 2.8% among 210,000. AID 1458; further: potency means the concentration at half of the fitted maximal effect; % of control where 0% means no effect; nearly all actives have a fitted effect of over 55% in size
#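 qHTS luciferase splicing reporter: luminescence rises when SMN2 exon 7 is included in transfected HEK293 cells. Compound exposure lasted 30-36 h at 37C, with 4.5 mM final sodium butyrate as control, followed by a ONE-Glo read.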
# IMPase Li cell: membrane-permeable IMPase blocker, potentiated with lithium; CHO-M1 cells, IP1 TR-FRET (IP-One), carbachol + lithium; Potency, µM (highest dose often 59.4 µM), for the others: at the highest dose activity, negative = IMPase inhibition, usual class: inhibitors; hit rate 0.35% among 210,000; AID 1457;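 further: IP1 builds up when IMPase is blocked and the TR-FRET signal falls; potency means the concentration at half of the fitted maximal effect; plate controls were basal vehicle for no effect and high inhibitor control for full effect; nearly all actives have a fitted effect of over 50% in size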
#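 Readout is a homogeneous TR-FRET IP1 immunoassay (Ex 320, Em 665 and 620), where raised cytosolic IP1 lowers signal. Cells were CHO-M1 treated 30 min at 37C with test compounds plus a little lithium; AC50 values came from Hill-equation fitting.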
# LMNA splice mod: LMNA splicing modulation. HeLa LMNA splicing GFP/RFP minigene ratio, 48 h. Potency, µM (doses to about 46.1 µM), without a hit: top-dose ratio change, negative = inhibition, usual class: inhibitors. hit rate 0.01% among 200,000. AID 1487; active means well fitted inhibition curve with a large enough effect in the signal ratio, with a control signal flat, not every such curve was filed as active; inconclusive means small, poorly fitted or top-dose-only effect, or effect the other way, or a change in a side signal; the % refers to the signal ratio; further: potency means the concentration at half of the fitted maximal effect; on the % scale 0 is the no-effect control and ±100 the full control effect
#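 S3 HeLa stable clones carrying a lamin A-EGFP splicing minigene plus DsRed2 were seeded at 600 cells/well in Opti-MEM with 2% FBS, pin-dosed and incubated 48 h at 37°C. Acumen cytometry (488 nm) gave the GFP/RFP total-intensity ratio.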
# HTT aggregate: reduces HttQ103-GFP aggregates in PC12 cells; AID 1688; Potency, µM (highest dose often 46.1 µM), for inactives: at the highest dose activity change, negative = inhibition, most hits filed as inhibitors; PC12 HttQ103-GFP aggregates, Acumen cytometry, 40 h; hit rate 1.1% among 220,000; further: potency means the concentration at half of the fitted maximal effect; on the % scale 0 is the no-effect control and ±100 the full control effect; nearly all actives have a fitted effect of over 60% in size
#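 Ecdysone-promoter PC12 model expressing HTT exon 1 Q103 fused to GFP, induced by tebufenozide at 100 nM final. Compounds titrated; aggregates sized 1–25 µm scored on a 488 nm laser cytometer.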
# * marks the source's active call; other numbers are inactive results; ? = inconclusive; . = not tested or not shown; [ ] = another dose, or the depositor's remark. Unless noted, the call rests on the fitted dose curve; in most records, active means well fitted curve in the direction sought with a large enough effect; inconclusive means small, poorly fitted or top-dose-only effect, or another doubt; inactive means no such curve, though single readings can be large; an effect the other way counts as inactive or inconclusive.
# The opening five records as a preview:
compound	CBFb-RUNX1 inh	HTT cytoprotect	Luc counter	SMN2 splice up	IMPase Li cell	LMNA splice mod	HTT aggregate
C=C(C)Cn1c(SCCCO)nc2c1c(=O)[nH]c(=O)n2C	1.4%	-12.5%[10 µM]	2.0%	-7.7%	-0.1%[38.3 µM]	-1.3%	-7.7%
O=C(c1ccc2c(=O)n(C3CCCC3)c(=S)[nH]c2c1)N1CCCCCC1	-2.8%	-20.5%	-3.0%	-3.8%	-4.0%	.	27.2%
CCN1CCc2c(C#N)c(N3CCOCC3)nc(NCc3ccccc3)c2C1	-2.5%	-5.5%	-1.0%	-1.7%	15.2%[38.3 µM]	4.2%	20.5%[9.22 µM]
CN(C)S(=O)(=O)c1ccc2nc(NC(=O)c3cccs3)sc2c1	-9.9%	-79.3%[inhibitor]	-0.7%	11.2µM*	-15.2%[38.3 µM]	-7.3%	1.7%[9.22 µM]
COc1cc(C)c(S(=O)(=O)N2CCOCC2)cc1C	-1.8%	-6.1%[10 µM]	-1.9%	0.1%	-1.3%	2.2%	-6.4%

# The listing, from the start:
compound	CBFb-RUNX1 inh	HTT cytoprotect	Luc counter	SMN2 splice up	IMPase Li cell	LMNA splice mod	HTT aggregate
C=C(C)Cn1c(SCCCO)nc2c1c(=O)[nH]c(=O)n2C	1.4%	-12.5%[10 µM]	2.0%	-7.7%	-0.1%[38.3 µM]	-1.3%	-7.7%
O=C(c1ccc2c(=O)n(C3CCCC3)c(=S)[nH]c2c1)N1CCCCCC1	-2.8%	-20.5%	-3.0%	-3.8%	-4.0%	.	27.2%
CCN1CCc2c(C#N)c(N3CCOCC3)nc(NCc3ccccc3)c2C1	-2.5%	-5.5%	-1.0%	-1.7%	15.2%[38.3 µM]	4.2%	20.5%[9.22 µM]
CN(C)S(=O)(=O)c1ccc2nc(NC(=O)c3cccs3)sc2c1	-9.9%	-79.3%[inhibitor]	-0.7%	11.2µM*	-15.2%[38.3 µM]	-7.3%	1.7%[9.22 µM]
COc1cc(C)c(S(=O)(=O)N2CCOCC2)cc1C	-1.8%	-6.1%[10 µM]	-1.9%	0.1%	-1.3%	2.2%	-6.4%
O=C1NCCc2cc3c(cc21)OCO3	3.6%	10.8%[10 µM]	-2.3%	0.9%	-1.7%	-3.6%	-7.8%
CS(=O)(=O)N(CC(=O)Nc1ccc(S(=O)(=O)N2CCOCC2)cc1)c1ccccc1Br	-6.1%	-18.9%	-0.3%	-1.8%	5.1%	.	-6.7%
O=C(CSCc1c(Cl)cccc1Cl)Nc1ccc2c(c1)OCCO2	0.7%	4.6%[10 µM]	1.0%	18.4%	0.9%	?	7.8%
COC(=O)c1ccc(NC(=O)CS(=O)(=O)Cc2ccccc2)cc1	1.6%	-7.4%[0.074 µM]	4.1%	22.9%	-10.8%[38.3 µM]	-4.8%	-8.6%
COc1cc(SC)ccc1C(=O)OCC(=O)NC1CCCC1	-2.5%	-20.2%	-0.5%	-3.6%	-0.6%	-7.1%[46 µM]	-17.3%
CCC(C)NC(=O)C1(NC(=O)Nc2ccccc2)CCCCC1 (centres undefined)	9.0%	-41.4%	6.1%	2.5%	7.7%	-9.1%[46 µM]	-6.3%
CN1C(=S)SC(/[N+]([O-])=C\c2ccccc2)C1(C)C (centres undefined)	22.0%	5.3%[10 µM]	1.2%	7.7%	0.1%	-6.2%	-14.9%
S=C(Nc1ccccc1)Nc1ccc(Br)cc1	13.8%	4.4%[10 µM]	.	.	.	.	-1.9%[9.22 µM]
Cc1nc(N2CCN(c3ccccn3)CC2)c2c(C)c(C(=O)Nc3ccccc3F)sc2n1	1.4%	-7.3%	-1.4%	-60.9%[inhibitor]	8.5%	?	?
Cc1nc2nc(SCC(=O)O)nn2c(C)c1Cc1ccccc1Cl	2.0%	-27.6%	2.4%	-5.3%	-1.5%	.	-12.4%
CS(=O)(=O)N(CC(=O)Nc1cccnc1)c1ccc2c(c1)OCO2	4.0%	-2.4%[10 µM]	0.6%	10.4%	4.1%	-13.1%	-1.0%
COc1ccc(NC(=O)C/C(C)=N/NC(=O)C(=O)NC2CCCCC2)c(OC)c1	-9.0%	-3.0%	1.5%	-5.6%	-7.2%	.	-10.3%
CCOC(=O)c1[nH]c2ccc(OCC)cc2c1NC(=O)CN1CCC2(CC1)OCCO2	-4.5%	-17.5%[0.074 µM]	-9.1%	16.8%	?	4.1%	23.8%
CCN(CC)CCN1C(=O)C(=O)/C(=C(/O)c2c(C)[nH]c(C(=O)OC)c2C)C1c1ccco1 (centres undefined)	4.5%	0.1%	6.7%	-5.0%	0.4%[38.3 µM]	7.2%	22.9%
CCOC(=O)c1c(C)[nH]c(C)c1C(=O)CSc1nc2ccccc2n1CC	-7.5%	0.7%[10 µM]	2.9%	-19.0%	9.3%	-11.6%	-11.9%
CC(C)CNC(=O)c1cccc(NC(=O)C(C)Oc2ccccc2)c1 (centres undefined)	4.0%	-56.8%	-1.4%	0.3%	8.3%	-1.8%[46 µM]	12.5%[9.22 µM]
O=C1c2ccccc2C(O)N1Cc1ccccc1 (centres undefined)	7.2%	40.8%[10 µM]	1.5%	-0.1%	-4.4%	-8.7%	1.4%
CC(NCc1ccc(F)cc1)C(=O)Nc1cc(S(=O)(=O)N2CCCCC2)ccc1Cl (centres undefined)	-7.7%	-46.4%[inhibitor]	0.2%	-13.7%	-1.3%	.	-21.5%
Cc1ccc(N(CC(=O)NCc2ccco2)C(=O)CCC(=O)Nc2ccccn2)cc1C	-1.1%	-8.7%[10 µM]	0.0%	-15.6%	5.2%[38.3 µM]	3.1%	-11.9%
COc1cc(S(=O)(=O)NCCCN2CCOCC2)ccc1-n1cnnn1	0.0%	-30.1%	-1.2%	-3.5%	2.8%	5.1%[46 µM]	-7.2%
CCn1c(C)nc2cc(C(=O)NNC(=O)Nc3ccc(Cl)cc3)ccc21	-1.0%	-4.1%	-2.5%	3.3%	3.8%	-8.2%[46 µM]	21.5%
CCN(CC)CCNC(=O)C(=O)NCC1OCCN1S(=O)(=O)c1ccc2c(c1)OCCO2 (centres undefined)	1.9%	-32.5%[inhibitor]	-1.5%	9.0%	-5.7%	?	5.6%
CCOc1ccc(NC2=NCC(=O)N2CCc2ccccc2)cc1	2.4%	4.5%	4.3%	-11.4%	13.2%[38.3 µM]	1.8%	9.9%
Cc1ccc(OCc2ccc(C(=O)Nc3nccs3)o2)cc1	1.1%	-6.8%	-0.4%	9.8%	11.2%[38.3 µM]	-0.5%	19.0%
Cn1cc(CN2CCN(Cc3cccnc3)CC2)c(-c2ccc3c(c2)OCCO3)n1	3.7%	8.5%[10 µM]	2.1%	.	-7.3%	12.7%[46 µM]	20.0%[9.22 µM]
Cc1ccc(C)c2[nH]c(=O)c(CCNC(=O)CC(C)C)cc12	18.4%	-8.5%[10 µM]	1.1%	?	-9.6%[38.3 µM]	-6.1%	0.8%
CCCN1C(=O)C(Cc2nc3ccccc3c(=O)n2-c2ccccc2)c2ccccc21 (centres undefined)	-5.8%	-11.2%[10 µM]	-1.6%	2.3%	4.6%	4.8%	-12.6%
COC(=O)C(NC(=O)c1ccc(OC)cc1)(Nc1ncc(S(=O)(=O)c2ccc([N+](=O)[O-])cc2)s1)C(F)(F)F (centres undefined)	-27.3%	28.4%	3.3%	-20.6%	18.3%[38.3 µM]	-29.9%	13.8%
COCCn1c(SCc2cc(=O)n3cc(C)ccc3n2)nc2ccccc2c1=O	0.3%	15.3%[10 µM]	2.3%	-0.3%	0.9%	.	-6.8%
NC(=O)C1CCCN(C(=S)Nc2cccc3ccccc23)C1 (centres undefined)	-5.7%	29.2%[10 µM]	4.2%	22.6%	-2.5%	-9.3%	27.0%
Cc1cc(C)c(S(=O)(=O)n2c([N+](=O)[O-])cnc2C)cc1C	2.2%	12.6%[1.9 µM]	-0.1%	14.6%	-4.7%	-7.8%	-2.8%
CC1OC(Nc2ccc(N=Nc3ccccc3)cc2)C(O)C(O)C1O (centres undefined)	-26.3%	-30.0%[inhibitor]	5.1%	-5.2%	15.6%	?	-12.6%
CC(C)OCCCNC(=S)NNC(=O)C(c1ccccc1)c1ccccc1	-0.3%	?	0.4%	.	6.0%	0.3%[46 µM]	-1.9%[9.22 µM]
CCc1ccc(/C=N/n2c(C)cc(C)c(C#N)c2=O)cc1	9.1%	4.3%[0.074 µM]	-1.1%	13.0%	27.2%	?	-10.0%
COc1cccc(C(=O)CSc2nnc(COc3cccc4cccnc34)o2)c1	?	-17.7%[10 µM]	-0.9%	-1.1%	23.1%[38.3 µM]	?	-18.7%

# Further structures follow.
# Values run as follows: CBFb-RUNX1 inh	HTT cytoprotect	Luc counter	SMN2 splice up	IMPase Li cell	LMNA splice mod	HTT aggregate
Cn1ncc(N=Cc2c(O)ccc3ccccc23)c1C(=O)Nc1cccc(Cl)c1
    3.9%	10.1%[10 µM]	1.5%	-5.7%	-3.7%	?	19.5%
O=C(Nc1ncccn1)c1ccc([N+](=O)[O-])cc1
    -4.6%	-16.4%	-17.5%	-32.4%	-1.8%	.	3.0%
CC(=O)c1cccc(NC(=O)COC(=O)c2ccc(S(C)(=O)=O)c([N+](=O)[O-])c2)c1
    -17.0%	-55.1%[inhibitor]	6.5%	1.5%	23.4%	.	?
CS(=O)(=O)Nc1ccc(C(=O)Nc2ccc3c(c2)OCCO3)cc1
    7.8%	-55.7%[inhibitor]	5.8%	?	23.6%[38.3 µM]	-4.4%	15.7%[1.84 µM]
CC(=O)c1ccc(OCC(C)Oc2ccc(C#N)cc2)cc1 (centres undefined)
    -6.8%	3.1%[10 µM]	.	.	.	.	11.4%[9.22 µM]
CC(CCc1ccccc1)NC(=O)CNC(=S)N(Cc1cccs1)C1CCCC1 (centres undefined)
    -7.3%	-81.6%[inhibitor]	-0.1%	-24.2%	2.7%	.	?
